# Screening results deposited in PubChem by several laboratories.
# HUVEC tox TNFa – HUVEC cytotoxicity counter-screen, TNF alpha stimulated. HUVEC TNFalpha-stimulated, Hoechst cell count, imaging. cell count reduction, % at 2 µM. hit rate 0.17% among 93,000. AID 848;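 active = cell count reduction exceeding the screen mean by over 5 SD, scaled to untreated wells per plate, cut at about 78% in these data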;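 note: cells counted after 24 h of TNF alpha exposure following the 1 h pretreatment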
# HUVEC tox IL1B – toxic to HUVEC cells under IL-1B stimulation; HUVEC cell count loss, Hoechst imaging, IL-1B stimulated; cell count reduction, % at 2 µM; hit rate 0.41% among 94,000;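 active = cell count reduction more than 3 SD above the screen-wide mean, cut at about 70% in these data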;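 note: normalized per plate to untreated control cells as the no-loss baseline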
# Calb biofilm kill – kills Candida albicans biofilms. C. albicans biofilm + clotrimazole, Alamar Blue. inhibition, % at 6 µM. hit rate 0.14% among 85,000. AID 834;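 active = inhibition above 20%; inactive = inhibition below 20%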;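 note: preformed 24 hr biofilms exposed to compound for 48 hr; 0% = biofilm without compound and 100% = blank killed by clotrimazole plus chlorhexidine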
# F-actin modifier – cytoskeleton assembly modification; HUVEC TNFa F-actin phalloidin imaging, high content; inhibition, % at 2 µM; hit rate 0.18% among 91,000;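 active = inhibition above the batch mean plus 3 SD and confirmed as a hit by visual image inspection, cut at about 30% in these data, passing the limit was not always enough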; note: strong numbers were not always called active
# MT1-MMP txn act – MT1-MMP promoter transcription activation; HT1080 MT1-MMP promoter luciferase reporter, luminescence, overnight; active compounds read high; activation factor at 10 µM; hit rate 0.16% among 86,000; AID 750;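 active = activation factor of at least 2 for MT1-MMP transcription at 10 µM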
# PTPN22 inh 2 – inhibitors of human LYP (PTPN22) phosphatase. hit rate 0.21% among 96,000. recombinant LYP catalytic domain, DiFMUP fluorescence. inhibition, % at 2 µM. AID 640. Q9Y2R2;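 active = inhibition at 2 µM at or above a set limit, the screen mean plus 3 SD, cut at about 24% in these data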;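 note: 0% = DMSO with enzyme and 100% = enzyme fully blocked by orthovanadate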
# Smad3 inh – Smad3 (human) transcription factor binding inhibition | P84022 | TR-FRET Smad3/Dy647-FoxH1 peptide binding, europium anti-His | inhibition, % at 25 µM | hit rate 0.29% among 88,000;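 active = compounds that reduce the energy-transfer binding signal between the protein and its labelled peptide by more than half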;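 note: 0% = Smad3 plus labelled peptide maximal FRET and 100% = peptide-only background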
# Target sequence (P84022 whole entry, looked up): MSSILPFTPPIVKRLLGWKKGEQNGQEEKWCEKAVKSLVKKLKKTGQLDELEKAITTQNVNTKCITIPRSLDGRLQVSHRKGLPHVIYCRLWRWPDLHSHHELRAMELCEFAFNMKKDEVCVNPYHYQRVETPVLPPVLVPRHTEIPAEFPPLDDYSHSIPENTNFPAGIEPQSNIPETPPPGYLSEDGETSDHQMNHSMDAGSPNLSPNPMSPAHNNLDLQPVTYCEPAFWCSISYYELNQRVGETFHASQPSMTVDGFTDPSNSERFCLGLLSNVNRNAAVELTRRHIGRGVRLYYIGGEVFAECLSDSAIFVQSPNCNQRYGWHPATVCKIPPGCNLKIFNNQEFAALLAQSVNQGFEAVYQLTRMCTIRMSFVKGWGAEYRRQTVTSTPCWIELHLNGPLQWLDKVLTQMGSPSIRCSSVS
# VCAM1 TNFa inh – reduces TNF alpha induced VCAM1 expression in HUVEC; HUVEC TNFa-induced VCAM-1 immunofluorescence, high-content imaging; inhibition, % at 2 µM; hit rate 0.48% among 95,000; AID 802;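 active = inhibition above the batch mean plus 3 SD, with images confirmed as a hit by eye, cut at about 37% in these data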;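 note: 0% = TNF-stimulated DMSO wells and 100% = unstimulated control wells; not every result past the cut was called active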
# hDAT+cocaine – changed human dopamine transporter uptake under cocaine IC80; Q01959; LLC-PK1 hDAT cells, [14C]-dopamine uptake with cocaine IC80; actives deviate in either direction; B-score at 10 µM; hit rate 1.3% among 110,000;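 active = Z score or B-score, a plate-position-corrected score, falls beyond the plate's 99.7% confidence bounds, in either direction; inactive = both scores lie inside the 99.7% bounds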;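 note: scored against the spread of the other compound wells on the same plate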
# Target sequence (Q01959 whole entry, looked up): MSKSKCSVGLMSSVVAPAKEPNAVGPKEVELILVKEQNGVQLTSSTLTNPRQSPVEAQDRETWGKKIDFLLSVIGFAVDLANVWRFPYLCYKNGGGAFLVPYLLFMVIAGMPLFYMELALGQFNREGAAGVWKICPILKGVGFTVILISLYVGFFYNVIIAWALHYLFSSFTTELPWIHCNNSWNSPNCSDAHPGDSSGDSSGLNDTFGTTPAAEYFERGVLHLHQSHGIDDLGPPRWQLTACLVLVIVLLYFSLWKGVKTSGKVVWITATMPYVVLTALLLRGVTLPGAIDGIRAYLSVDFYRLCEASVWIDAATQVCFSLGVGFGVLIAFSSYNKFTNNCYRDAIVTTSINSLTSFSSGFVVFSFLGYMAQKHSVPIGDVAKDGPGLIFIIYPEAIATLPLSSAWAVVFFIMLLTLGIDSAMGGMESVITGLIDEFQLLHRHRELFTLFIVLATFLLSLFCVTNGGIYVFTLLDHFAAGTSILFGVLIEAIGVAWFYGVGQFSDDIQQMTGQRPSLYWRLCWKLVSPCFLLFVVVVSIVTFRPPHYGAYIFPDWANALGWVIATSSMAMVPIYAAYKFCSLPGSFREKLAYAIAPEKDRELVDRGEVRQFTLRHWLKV
# * hit, by the source's call; . = not tested or not shown; [ ] = another dose, or the depositor's remark. Only part of the results is shown, so the mix of outcomes need not match the whole.
SMILES,HUVEC tox TNFa,HUVEC tox IL1B,Calb biofilm kill,F-actin modifier,MT1-MMP txn act,PTPN22 inh 2,Smad3 inh,VCAM1 TNFa inh,hDAT+cocaine
CCC(C)NC(=O)c1cc(C)no1 (stereo unspecified),3,-58,3,-4,1,-13,8,13,-0.023
COc1cc(NS(=O)(=O)c2ccccc2)ccc1-n1nc(C)cc1C,-23,-28,7,-10,1.2,6,10,-4,0.53
O=C(CN1CCN(Cc2ccc(Cl)cc2)C1=O)NCCCN1CCOCC1,-14,5,2,-3,.,-17,-11,9,0.44
COCCNc1ncnc2c1cnn2-c1ccc(Cl)cc1,.,5,-3,.,1,-8,-7,.,0.27
Cc1cc(NC(=O)CN2CCN(c3ccc(O)cc3)CC2)no1,0,-14,5,-6,1.2,-11,-2,11,-0.1
O=C1c2ccccc2C(=O)N1c1cccnc1,2,18,1,4,1,6,3,6,-0.87
O=C(Nc1cccnc1)C1(F)C(F)(F)C(F)(F)C(F)(F)C(F)(F)C1(F)F,.,.,7,.,1.2,3,7,.,0.003
c1ccc(N2CCN(Cc3cn4cccnc4n3)CC2)cc1,-12,-67,14,6,1.1,0,11,8,-0.75
O=c1[nH]cnc2scc(-c3ccsc3)c12,.,.,8,.,1.1,.,-20,.,0.088
Cc1c(N=Cc2cccs2)c(=O)n(-c2ccccc2)n1C,-8,9,8,19,1.2,11,-5,-28,0.35
CCOC(=O)C1=C(C)N[C@@]2(O)c3ccccc3C(=O)[C@@]12O,0,0,6,3,1.2,-35,11,12,-0.026
Cc1ccc(S(=O)(=O)NC(=NC(C)C(=O)O)c2ccccc2)cc1 (stereo unspecified),-18,-2,.,.,1.1,-4,-4,18,-0.87
CCCCC(=O)Nc1sc2c(c1C(=O)OCC)CCC(C=O)=C2Cl,30,60,.,-20,.,7,.,9,1.3
CCC(C)C(=O)N1c2ccccc2C(=C2SC(C(=O)OC)=C(C(=O)OC)S2)C(=S)C1(C)C (stereo unspecified),6,-1,.,-19,.,-1,.,0,0.7
COc1ccc(C(c2sc3nc(C)nn3c2O)N2CCc3ccccc3C2)cc1 (stereo unspecified),.,.,3,.,1.2,.,1,.,1.3
Nc1nnc(-c2ccc(Cl)cc2)s1,-6,2,2,0,.,3,0,2,0.75
CCN(CC)C(=O)CSc1nnc([C@@H](N)Cc2ccccc2)o1,.,.,-3,.,1.1,.,-11,.,-0.074
CC1CCC2(CC1)NC(=S)N(c1ccccc1)N2 (stereo unspecified),-1,-4,83*,22,1,4,-9,-9,0.16
CCOC(=O)N1CCC(N(C(=O)Nc2cccc(OC)c2)C(C)CC)CC1 (stereo unspecified),23,15,10,-8,1.2,3,6,23,0.3
c1csc(CNc2ncnc3nc[nH]c23)c1,.,.,6,.,1.1,.,3,.,0.42
CCOC(=O)c1cnc2ccc(C)cc2c1NCCO,-32,11,5,16,1.1,-1,0,4,-0.91
OCC1(C2=NOC(O)(C(F)(F)F)C2)CCCCC1 (stereo unspecified),-16,-40,5,-3,1.1,-16,-2,23,-1.9
Cc1cc(C)n(-c2ccc(C(=O)OCC(=O)NCc3ccco3)cc2)n1,-1,22,9,-12,1.4,-3,2,20,-0.0062
CSc1cccc(NC(=O)CN(c2ccc(C)cc2C)S(C)(=O)=O)c1,6,40,7,-34,1.1,3,-7,6,0.31
Cc1cc(NC(=O)COc2ccc(Cl)cc2Cl)n(-c2ccccc2)n1,4,-2,7,3,1.2,2,6,3,-0.067
Cc1ccc(S(=O)(=O)N(C)CC(=O)Nc2cccc(C)n2)cc1,15,14,8,-13,1.1,-12,-9,30,1
CCCCc1n[nH]c2c1/C(=N/O)CC(C)(C)C2,-18,18,4,-9,1.2,6,7,7,-0.46
COCCCn1c2nc3ccccc3nc2c2c(=O)n(-c3ccccc3OC)cnc21,-13,-30,11,-12,1,2,1,-18,-0.25
CCOC(=O)CCSc1nc(C)cc(C(F)(F)F)c1C#N,-23,-20,-2,21,.,-10,-2,19,-0.92
Cc1nc(NC(CC(C)C)C(=O)O)c2nc(C)oc2n1 (stereo unspecified),-15,-43,0,-10,1,3,5,2,-1.2
COc1ccc(C(=O)N/C(=C\c2cccs2)c2nc3ccccc3[nH]2)cc1OC,-11,-2,.,7,.,0,.,1,-0.075
COc1cccc(NC(=O)N2CCN(c3ccc(C(F)(F)F)cn3)CC2)c1,-47,-19,5,18,0.9,-5,-3,6,.
CC(=O)N(C(C)=O)c1c(N2CCOCC2)c2ccccc2oc1=O,0,.,7,-6,1,5,1,5,0.44
COc1ccc(/C=N/c2c(-c3ccc(OC)cc3)nc3n2CCS3)cc1,-41,-28,5,13,1.2,15,5,-12,0.0073
C=CCn1c(SCc2c(C)noc2C)nc2sc3c(c2c1=O)CCCCC3,-16,-15,5,10,1.2,2,7,-2,1.9
Cc1nnc(N(C)C(=O)c2ccccn2)s1,-6,33,4,-2,1.1,0,16,1,.
CCCc1nc2ccccc2c(C(=O)OCC(=O)c2ccc3c(c2)NC(=O)CO3)c1CC,-9,4,7,.,1.2,0,-13,19,1.4
CCOC(=O)c1cccc(NC(=O)C(C)N2C(=O)c3ccccc3C2=O)c1 (stereo unspecified),17,-26,8,.,1.4,4,11,-36,0.074
CC1Cc2ccccc2N1C(=O)C1CCN(S(=O)(=O)c2cccs2)CC1 (stereo unspecified),-9,10,2,0,1.1,9,4,0,1.1
CCC(C)(C(=O)NC1CCCC1)N(C(=O)c1ccccn1)c1ccc(C)cc1 (stereo unspecified),-5,14,-1,-1,0.9,12,-14,10,-0.29
CC(=O)c1cc(OC(=O)c2ccncc2)ccc1OC(=O)c1ccncc1,-16,1,5,9,1.2,-24,8,28,-1.1
COc1ccc(CCNC(=S)Nc2cc(C)ccc2C)cc1,-14,15,1,.,1.1,-7,-8,14,0.6
Cc1ccccc1OCCCC(=O)Nc1ccc2c(c1)OCO2,2,-33,7,0,1.1,4,7,9,-1.2
Nc1c(-c2ccc(Cl)cc2)cnc2ncnn12,1,-77,.,9,.,0,.,5,-1.1
CC(C)(C)C(=O)c1sc(Nc2ccccc2)nc1N,-28,11,6,19,1.9,1,2,5,1.3*
Cc1sc(-n2cccc2)c(C(=O)O)c1C,-8,20,1,-11,1.1,13,5,15,.
COc1ccc(NC(=O)c2ccc3nccnc3c2)cc1,-31,-9,-1,12,1.7,-1,-5,9,1.2
O=C(CN1C(=O)CCS(=O)(=O)c2ccccc21)Nc1cccc(F)c1,-7,45,-2,-2,1.3,9,0,5,-0.37
CC1CCCN(S(=O)(=O)c2ccc(S(=O)(=O)N3CCCN(Cc4ccccc4)C3)cc2)C1 (stereo unspecified),.,.,-2,.,1.3,.,9,.,-0.52
Cc1ccc(/C=C2/NC(=O)N(c3ccccc3)C2=O)o1,-1,13,.,-11,.,9,.,5,-0.076
CCC(Sc1ccccn1)C(=O)Nc1nnc(C)s1 (stereo unspecified),-15,6,3,-7,1,3,11[fluorescence artefact?],12,-1.9
Cc1nnc(NC(=O)CCC(=O)N2CCC(C)CC2)s1,-19,-12,-3,6,1,13,-14,-13,-1.2
Cc1cc(N2CCCCC2)n2nc(C)c(-c3ccccc3)c2n1,-44,-42,8,-16,1.4,2,0,11,-0.057
Cc1ccc(-c2nc(CS(=O)CC(=O)NCc3ccc(Cl)cc3)c(C)o2)cc1 (stereo unspecified),.,.,20,.,1,.,7,.,-0.65
CNC(=S)NNC(=O)c1sccc1OCc1ccc(Cl)cc1Cl,1,-28,.,-32,.,12,.,19,-0.6
COc1cccc(OCC(O)CN2CCC(C)CC2)c1 (stereo unspecified),-24,-14,.,11,1.1,1,.,-3,-0.61
CC(C)CN1C(=O)NC(NC(=O)c2cccs2)(C(F)(F)F)C1=O (stereo unspecified),-2,18,1,-3,1.1,-6,-5,-21,-0.31
COC(=O)c1c(NC(=O)CSc2nnnn2-c2ccc3c(c2)OCO3)sc(C)c1C,-35,9,7,14,1,5,3,1,-0.85
O=S(=O)(Nc1ccc2c(c1)OCCO2)c1ccc(F)cc1,-14,22,2,-5,1.2,-10,7,14,-1.1
CN(C)c1nc(NCc2ccccc2)nc(SCC(=O)Nc2ccccc2)n1,-4,-21,.,4,.,4,.,2,-0.88

# In the list so far, these have a furan ring, fused or not.
SMILES,HUVEC tox TNFa,HUVEC tox IL1B,Calb biofilm kill,F-actin modifier,MT1-MMP txn act,PTPN22 inh 2,Smad3 inh,VCAM1 TNFa inh,hDAT+cocaine
Cc1cc(C)n(-c2ccc(C(=O)OCC(=O)NCc3ccco3)cc2)n1,-1,22,9,-12,1.4,-3,2,20,-0.0062
Cc1ccc(/C=C2/NC(=O)N(c3ccccc3)C2=O)o1,-1,13,.,-11,.,9,.,5,-0.076

# Later entries.
SMILES,HUVEC tox TNFa,HUVEC tox IL1B,Calb biofilm kill,F-actin modifier,MT1-MMP txn act,PTPN22 inh 2,Smad3 inh,VCAM1 TNFa inh,hDAT+cocaine
CCOC(=O)Cc1csc(NC(=O)C2CCCN(S(=O)(=O)c3cnc[nH]3)C2)n1 (stereo unspecified),-22,-3,5,3,1.1,5,-13,-5,1.7
CN1C(=O)CC(N2CCN(CC(N)=O)CC2)C1=O (stereo unspecified),-4,-23,.,6,.,-5,.,7,-0.56
Cc1nn(Cc2c(F)c(F)c(F)c(F)c2F)c(C)c1NC(=O)c1c([N+](=O)[O-])c(C)nn1C,-8,22,.,0,.,-3,.,-47,-0.96
CC(C)CNS(=O)(=O)c1ccc(CCC(=O)N2CCN(Cc3ccc4c(c3)OCO4)CC2)cc1,-2,18,8,3,0.8,-5,9,4,0.7
CCCCC1(C)Nc2ccccc2-c2nc3ccccc3n21 (stereo unspecified),-8,-16,4,-12,1.6,2,-4,14,0.44
O=[n+]1c2c(n([O-])c3cc(F)ccc31)CCCC2,-39,-2,3,24,1,-7,0,13,0.1
Cc1sc2ncnc(N3CCC(C)CC3)c2c1C,-28,-10,4,-9,1.1,-1,4,8,0.93
O=C(Cc1coc2ccc3ccccc3c12)N1CCCC1,6,-23,7,1,1.2,-3,1,11,-1.5
Cc1cccc(C)c1OCc1nnc2c3cnn(C)c3ncn12,51,13,0,-32,1.1,-1,-10,12,0.87
COc1ccccc1OCC(=O)Nc1cccc(C(=O)N2CCOCC2)c1,-3,3,7,21,1.1,-5,0,3,2.1
CCOC(=O)CCSc1nc(C)c2ccccc2n1,39,3,7,-20,1.3,2,9,-4,-0.029
C/C=C/Cn1c(SC)nc2c1c(=O)[nH]c(=O)n2C,.,.,7,.,1.2,.,-6,.,-0.58
Cc1nnc(SCc2ccccc2)nc1/C=C/NOCc1ccc(Cl)cc1Cl,-4,13,3,.,1.2,-10,3,12,-0.69
Oc1ccc(Br)cc1/C=N/N1CCN(Cc2ccccc2)CC1,-14,-2,.,-2,.,-5,.,-7,2.4*
Cc1cc(NC(=O)c2cc(CC(C)C)on2)no1,.,.,-3,.,1.6,.,2,.,0.31
CC(C)C(=O)Nc1ccc(C(=O)NCc2cccnc2)cc1,-9,-10,4,-5,1.1,0,5[fluorescence artefact?],8,2
O=C(/C=C/c1ccccc1)N1CCN(c2ccc([N+](=O)[O-])c(N3CCOCC3)c2)CC1,.,-21,.,-10,.,6,.,7,0.38
CCSc1nc(N)c(C#N)c(-c2ccccc2Cl)c1C#N,19,27,0,17,1.1,0,-6,4,0.23
CCN=C(N/N=C/c1ccc([N+](=O)[O-])cc1)SC,-12,-2,.,18,.,2,.,10,-0.13
CCCS(=O)(=O)n1nc(-c2ccccc2)cc1N,-29,6,7,13,.,4,6,6,-0.74
CCCCNc1nc(CC(C)=O)ns1,-26,-12,-1,.,1.2,-25,-5,26,0.14
COc1cccc2cc(C(=O)N3CCN(C(=O)c4ccccc4)CC3)c(=O)oc12,-19,-5,4,8,1.4,-17,8,16,-0.15
